Source: PubChem (National Center for Advancing Translational Sciences (NCATS))
Pf Dd2 inh – blocks in vitro growth of P. falciparum Dd2 | AID 1347417 | Potency, µM (highest dose often 28.9 µM), inactives show top-dose activity, negative = inhibition, most hits filed as inhibitors | hit rate 4.3% among 120,000 | P. falciparum Dd2 growth, SYBR Green, 72 h; active = well fitted inhibition curve with a large enough effect; inconclusive = small, poorly fitted or top-dose-only effect; inactive = no such curve, though single readings can be large or run the other way;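 also: plate controls were DMSO vehicle for no effect and reference drug for full effect; nearly all actives have a fitted effect of over 65% in size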
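Readout: SYBR Green fluorescence, 485 nm excitation, 535 nm emission, after ~16 h lysis at 37C. Before that, Dd2-infected red cells (2.5% hematocrit) grew 72 h with compound, 29 uM top final concentration.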
* = called active by the depositor; i = inactive; ? = inconclusive; [ ] = remark or other dose. Potency is read from the fitted curve at half-maximal effect.

SMILES	Pf Dd2 inh
COc1ccc(C2Cn3nnc(C(=O)N4CCC(C(=O)NCCc5cccs5)CC4)c3CO2)cc1 (stereo not drawn)	-23%
O=C1[C@@H]2C[C@@H](CN2C(=O)c2cncnc2)Oc2ccccc2N1Cc1ccccc1	-17%[44.1 µM]
COc1cccc(CN2C[C@@H](CO)[C@H](C(=O)NC3CC3)C2)c1OC	-25%
CC(C)[C@@H](N)C(=O)N1CCC(n2nccc2NC(=O)c2ccccc2)CC1	-3%
CCc1noc(-c2cn(C3CCN(C(=O)c4ccc(C)cc4C)C3)nn2)n1 (stereo not drawn)	128%[activator]
COc1ccc(Cc2nc3nccc(-c4ccc(OC)cc4F)n3n2)cc1	?
O=C(c1ccc(F)cc1)N1CCC(n2c(=O)[nH]c3ccccc32)CC1	-18%[44.1 µM]
Clc1ccccc1C1Cn2cnc(-c3nc(-c4cccnc4)no3)c2CO1 (stereo not drawn)	4.5µM*
Cc1cccc(N(C)C(=O)CCS(=O)(=O)c2ccc3c(c2)oc(=O)n3C)c1	i
CCOc1cc(C(=O)NC2CCN(c3cc(-c4ccc(F)cc4)[nH]n3)C2)cc(OCC)c1OCC (stereo not drawn)	-20%
O=C(NCc1ccc(Cl)cc1)C(=O)NCC(c1ccco1)S(=O)(=O)c1cccs1 (stereo not drawn)	i
O=C(NC1CCCCCC1)c1ccc2c(c1)sc1nc(-c3ccc(F)cc3)cn12	6%
COc1cc(C(=O)Nc2nonc2-c2ccc(Cl)cc2)cc(OC)c1OC	-18%
COCC(=O)N1CCC2(CCN(Cc3cccc(C)n3)CC2)C(CO)C1 (stereo not drawn)	12%
Cc1cc2cc(C(=O)N3CCC4(CC3)C(=O)N(C)c3ccccc34)ccc2o1	-22%
O=C(NC[C@H]1OC[C@@H](N(Cc2ccccn2)Cc2ccccn2)[C@@H]1O)C1CCCC1	i
N#Cc1ccccc1NC(=O)Cn1cnc2onc(-c3cccc(F)c3)c2c1=O	5%
Cc1cc(C)cc(C(=O)NCCn2cccc2-c2nc(-c3ccc4c(c3)OCO4)no2)c1	?
Cc1ccccc1-n1nc(C)c(CCC(=O)N2CCSCC2)c1Oc1ccccc1F	-12%
CN1CCN(c2ccc(-c3cc4c(ccn4C)c(C(=O)NCCC(N)=O)n3)cc2)CC1	-20%[44.1 µM]
CN1C(=O)[C@H]2CN(Cc3ccc(Cl)c(F)c3)C[C@H]2C1=O	11%
Cc1nn2c(c1-c1ccccc1C(C)C)N(C(=O)c1cccc(C#N)c1)CCC2	?
CC(=O)c1cc(CN2CCCC(C(=O)c3cccc(OC(C)C)c3)C2)cs1 (stereo not drawn)	-13%
Cc1ccccc1-c1onc(C)c1C(=O)NCc1cccc(F)c1F	i
Cc1cc(C)c2c(n1)nn1c(C)c(CCC(=O)Nc3cccc(C)c3C)c(C)nc21	1%

A different layout for part of the listing above.
Compound | Pf Dd2 inh
Cc1ccccc1-c1onc(C)c1C(=O)NCc1cccc(F)c1F | i
Cc1cc(C)c2c(n1)nn1c(C)c(CCC(=O)Nc3cccc(C)c3C)c(C)nc21 | 1%

Laid out differently: entries from further up
compound,Pf Dd2 inh
COc1cc(C(=O)Nc2nonc2-c2ccc(Cl)cc2)cc(OC)c1OC,-18%
N#Cc1ccccc1NC(=O)Cn1cnc2onc(-c3cccc(F)c3)c2c1=O,5%
O=C(NC1CCCCCC1)c1ccc2c(c1)sc1nc(-c3ccc(F)cc3)cn12,6%

Remaining list, next part:
SMILES	Pf Dd2 inh
Cc1ccc(NC(=O)Cn2c(=O)n(CC3CCCO3)c(=O)c3ccccc32)cc1 (stereo not drawn)	i
CCC(Cn1ccnc1)NC(=O)c1cccc(NCc2ccc(F)cc2)c1 (stereo not drawn)	?
CSc1ccc(CNC(=O)C2CCN(C(=O)c3ncn4c3COC(c3ccccc3)C4)CC2)cc1 (stereo not drawn)	i
COc1cccc(OCc2nc3ccccc3n2CCOc2ccccc2C)c1	-12%
COc1ccc2c(c1)OCC(C(=O)NCc1nnnn1-c1ccccc1)C2 (stereo not drawn)	8%
CCOC(=O)c1cnc2c(ccc3ccccc32)c1Nc1ccccc1O	11µM*
COc1ccccc1N1CCN(C(=O)CCc2conc2-c2ccc(C)cc2)CC1	-12%
NC(=O)CO[C@@H]1CO[C@H]2[C@@H]1OC[C@@H]2NC(=O)C1CCCCC1	-7%[44.1 µM]
Cc1ccc(CCNC(=O)CN2C(=O)COc3ccc(S(=O)(=O)N4CCCC4)cc32)cc1	11%
O=C(CSc1nnc(-c2ccccc2)o1)N1CCCc2ccccc21	-11%
CC(C)Cc1ccc(S(=O)(=O)N(C)CC2CCOC2)cc1 (stereo not drawn)	15%[5.79 µM]
COc1ccccc1NC(=O)Nc1ccnn1C1CCN(C(=O)CCN)CC1	-7%
Cc1nn2c(C)c(C(=O)N3CCN(c4ccccc4F)CC3)cnc2c1-c1ccc(F)cc1	43%[activator]
COCc1cc(C[C@H]2CNCC[C@H]2CC(=O)N2CCc3cc(OC)c(OC)cc3C2)no1	i
CCc1ccc(C(=O)c2cn(CC(=O)Nc3cc(OC)ccc3OC)c3nc(C)ccc3c2=O)cc1	?
COc1ccccc1N1CCN([C@H]2[C@@H]3OC[C@@H](O3)[C@@H](NCc3ccc(F)cc3)[C@@H]2O)CC1	7.9µM*
COc1ccc(CN[C@@H]2CCC[C@@H](C(=O)N(C)Cc3cccnc3)CC(=O)N(C)C2)cc1	?
CCCCCNC(=O)Cc1csc2nc(C)c(-c3cc(C)n(-c4cc(Cl)ccc4C)n3)c(=O)n12	?
COc1cc2c(cc1NC(=O)C(C)Oc1ccccc1)oc1ccccc12 (stereo not drawn)	-16%
O=c1c2sc3ccccc3c2n(Cc2cccc(C(F)(F)F)c2)c(=O)n1-c1ccccc1	?
COc1ccc(-c2nc(C)c(CCNS(=O)(=O)c3cc(Cl)ccc3Cl)s2)cc1	10%
O=C(Nc1ccccc1)OC[C@H]1C[C@@H]2CCN1C[C@@H]2c1cc(C2CCCC2)nc(-c2ccncc2)n1	?
Cc1cccc2nc(-c3ccc(N(C)C)cc3)c(Nc3ccc4c(c3)OCO4)n12	7.9µM*
CC(C)NC(=O)C1CC(=O)N(c2n[nH]c3ccccc23)C1 (stereo not drawn)	26%
Cc1ccc(-c2nc(C(=O)N3CCN(c4ccccc4)CC3)no2)cc1	2%

Quoted at random: 4 records from the list.
SMILES	Pf Dd2 inh
CCC(Cn1ccnc1)NC(=O)c1cccc(NCc2ccc(F)cc2)c1 (stereo not drawn)	?
O=C(NC1CCCCCC1)c1ccc2c(c1)sc1nc(-c3ccc(F)cc3)cn12	6%
NC(=O)CO[C@@H]1CO[C@H]2[C@@H]1OC[C@@H]2NC(=O)C1CCCCC1	-7%[44.1 µM]
COCC(=O)N1CCC2(CCN(Cc3cccc(C)n3)CC2)C(CO)C1 (stereo not drawn)	12%

Later entries.
SMILES	Pf Dd2 inh
COCCn1ccc2c(OCC(=O)Nc3cccc(OC)c3)cccc2c1=O	6%
Cc1cccc(N2CCN(C(=O)c3cn(CC(C)C)c(=O)c4c3c3ccccc3n4C)CC2)c1C	11µM*
COc1ccc(-c2nc3ccccc3s2)cc1NC(=O)COc1cccc(C)c1	?
Cc1oc2ccn(Cc3cccc(F)c3)c(=O)c2c1C(=O)N(C)Cc1ccccc1	i
O=C(CCc1c[nH]c2ccccc12)N1CC2CC(C1)[C@H]1CCCC(=O)N1C2 (stereo partly drawn)	-15%
Cc1cc(C(=O)N2CCC3(CC2)NCc2ccccc2-n2ccnc23)nn1C	-10%[5.79 µM]
CC(C)CCN(C)Cc1cccn1C	i
CCOC(=O)c1cc(-c2ccc(C)cc2)n(CCC(=O)Nc2ccc(C(C)C)cc2)c1C	8.9µM*
COc1ccc(N2CCN(c3ncccc3-c3nc(-c4ccccc4C)no3)CC2)cc1	20%
COc1cccc(CC(=O)N2CCC3(CC2)CC(N(C(=O)NC(C)C)C2CC2)CCO3)c1 (stereo not drawn)	17%
Cc1cccc(N(CC(=O)Nc2cccc(Cl)c2C)S(C)(=O)=O)c1C	13%
Cc1ccc(-c2ncc(C(=O)Nc3ccc(F)c(F)c3)c(-c3ccncc3)n2)cc1	-22%
COc1ccc(N(Cc2cccs2)C(=O)c2ccc(OCC(C)C)cc2)cc1	?
CCSc1nc2c([nH]c3ccccc32)c(=O)n1-c1ccc(F)cc1	-10%
CC1(C)C(=O)N(Cc2ccccc2)[C@H]2CN(Cc3ccncc3)C[C@H]2[S+]1(=O)[O-]	-27%[44.1 µM]
CCOc1ccc2c(n1)CCN(C(=O)Nc1cc(C)ccc1C)C2	-15%
COc1cc(C)ccc1OCCSc1nc2ccc(NC(=O)c3ccc4c(c3)OCO4)cc2s1	i
Cc1ncc(CN2CCC(C3(c4cccnc4)NC(=O)NC3=O)CC2)[nH]1 (stereo not drawn)	8%
COCC1CN(Cc2ccc(Cl)cc2)CC12CCNCC2 (stereo not drawn)	?
CCCc1nn2c(=O)cc(COC(=O)c3ccccc3NC(=O)C3CCCCC3)nc2s1	?
O=C(Cc1ccccc1)N1CCNc2cnc(Nc3ccccc3)nc2C1	-20%[44.1 µM]
CC[C@H]1CN2CC[C@H]1C[C@@H]2CNS(=O)(=O)c1cccc(F)c1	?
COc1ccc(-c2[nH]nc3ncc(-c4cccc(N(C)C)c4)nc23)c(C)c1	-1%[44.1 µM]
O=C(NCc1cccnc1)C1CCN(Cc2cc3ccccc3n2Cc2ccccc2)CC1	11µM*
O=C(c1c(OCC2CC2)cc(=O)n2c1CCOCC2)N1CCCCCC1	20%
Following part.
SMILES	Pf Dd2 inh
COc1ccc2[nH]c3c(c2c1)CCNC31CCN(C(=O)c2ccco2)CC1	?
Cc1ccc(CCNC(=O)CCS(=O)(=O)c2cc3c(cc2Cl)NC(=O)CO3)cc1	0%
CC1CCN(C(=O)Cn2cc(SCc3cccc(F)c3)c3ccccc32)CC1	?
COCC1CN(C2CCC2)CC12CCN(C(=O)C1CCC1)CC2 (stereo not drawn)	?
CSc1cccc(NC(=O)C2CCN(C(=O)c3ncn4c3COC(c3ccc(F)cc3)C4)CC2)c1 (stereo not drawn)	-3%
CC(=O)N1CCc2c(nc(-c3cccnc3)nc2NCc2cc(C)on2)C1	-13%
CN(C)C(=O)C1CCc2nnc(-c3ccc(Cl)cc3Cl)n21 (stereo not drawn)	18%
CN1CCCCCCN(S(=O)(=O)c2ccccc2)[C@H]2CCC[C@H]2C1=O	4µM*
CCOC(=O)c1c(NC(=O)CSc2nc(-c3ccc(OC)cc3)cc(C(F)(F)F)n2)sc(C)c1C	?
CCOCCCNC(=O)N1CC(c2nnc(-c3ccncc3)o2)C2(CCOCC2)C1 (stereo not drawn)	4%
CN1CCN(C(=O)CC[C@@H]2CNC(=O)[C@@H]3C[C@H](NC(=O)c4ccccc4)CN23)CC1	8%[44.1 µM]
CCCNc1cc(N2CCC(CCC(=O)N3CCN(c4cccc(C)c4)CC3)CC2)ncn1	?
Cc1cc(C)c(Cn2c3ccccc3c3cnn(CC(=O)NC4CCC(C)CC4)c(=O)c32)c(C)c1 (stereo not drawn)	?
O=C(CSc1c2c(nc3ccc(Cl)cc13)CCCC2)N1CCN(c2ccc(Cl)cc2)CC1	?
CCOc1ccc(OCC(=O)NCCS(=O)(=O)N2CCN(c3ccc(F)cc3)CC2)cc1	52%[activator]
CCCCCCC(=O)Nc1ccc2nc3c(=O)n(C)c(=O)n(C)c3nc2c1C	23%
O=C(CN1C(=O)NC2(CCCCC2)C1=O)NCCc1ccc(Cl)cc1	-22%
Cc1ccc(-n2nnnc2SCC(=O)NCCc2ccccc2)cc1C	-5%
COc1ccc(OC)c(-c2n[nH]c3c2CC(=O)N(CCOc2ccccc2)C3)c1	i
COc1cccc(C(=O)NCc2cn3cccc(C)c3n2)c1	34%[activator]
COc1cc(C(=O)Nc2ccc(-c3nc4cc(C)c(C)cc4o3)cc2)cc(OC)c1OC	?
Cc1noc(C)c1C(=O)N1CCC2(CC1)CN(C(=O)Cc1c[nH]c3ccccc13)CCO2	7%
C[C@]1(CO)[C@H]2Cc3sc(-c4ccsc4)nc3[C@@H](CC(=O)NCc3ccco3)[C@]2(C)CC[C@H]1O	-23%
CCN(CC)S(=O)(=O)c1ccc2c(c1)N(CC(=O)N1CCN(c3ccc(OC)cc3)CC1)C(=O)CO2	?
N#Cc1ccc(NC(=O)COCc2cc(-c3ccc(F)cc3)on2)cc1	-7%
(more compounds)
SMILES	Pf Dd2 inh
O=C(CC(F)(F)F)NCCc1noc(C2CC2)n1	61%
O=C([C@@H]1C[C@H](F)CN1C(=O)CCCc1ccccc1)N1CCCCC1	27%
Clc1ccc(-c2cnc3n2C[C@H](CNC2CCCC2)OC3)cc1	?
CCOC(=O)c1cc(S(=O)(=O)Nc2cc(OC)ccc2OC)[nH]n1	?
COc1ccc2[nH]c3c(c2c1)CCNC31CCN(C(=O)c2cn(C)cn2)CC1	i
COCC(=O)NC[C@H]1O[C@@H](CC(=O)N2CCN(c3ccccc3OC)CC2)[C@H](O)[C@@H]1O	24%
CC(C)N1C(=O)C(CC(=O)O)=C2CCCCC21 (stereo not drawn)	20%
Cc1c(C(=O)N(C)Cc2cc(-c3cccnc3)no2)oc2c(F)cccc12	4%
CCCN1CCN(c2ncnc3sc(C(=O)Nc4ccc(N(CC)CC)cc4C)c(C)c23)CC1	14%
O=C(CC1CCOCC1)NCc1cccnc1	49%[activator]
COc1ccc(NC(=O)Cn2c(=O)n(-c3ccc(C)cc3)c(=O)c3c2cnn3C)cc1	-14%
CCCNC(=O)C(NC(=O)c1cccc(OC)c1)C1CCN(C(=O)c2cccc(OC)c2)CC1 (stereo not drawn)	-4%
Cc1cc(C)cc(NC(=O)N2CCCC(Cn3c(C)nc4cccnc43)C2)c1 (stereo not drawn)	-7%

Some values from the list.
O=C([C@@H]1C[C@H](F)CN1C(=O)CCCc1ccccc1)N1CCCCC1 – Pf Dd2 inh: 27%
COCC(=O)NC[C@H]1O[C@@H](CC(=O)N2CCN(c3ccccc3OC)CC2)[C@H](O)[C@@H]1O – Pf Dd2 inh: 24%

This is a subset. The share of hits here may be higher or lower than overall.
